PI4K2A inh: qHTS for small molecular inhibitors of PI4K2A. Phosphatidylinositol 4-kinase type 2-alpha (Homo sapiens), Q9BTU6. purified PI4K2A, ADP-Glo luminescence, 1 h; hits give low values. activity change, negative = inhibition, % at 76.9 µM. hit rate 0.13% among 420,000. AID 1346378, 2018; in the data active means activity change below about -50%; inconclusive means mostly about -30% to -49%;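 further: -100% = wells without enzyme as full effect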
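ADP-Glo luminescence measured ADP generated by PI4K2A enzyme (4 ug/mL before mixing) with 1.2 mM PI substrate (pre-mix) and 300 microM ATP (pre-mix). Tris pH7.5 buffer with MgCl2, Triton X-100; 1 h reaction at ambient temperature.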
BAZ2B block: qHTS Assay for Inhibitors of BAZ2B | Bromodomain adjacent to zinc finger domain protein 2B (Homo sapiens), Q9UIF8 | AlphaScreen BAZ2B-H3K14Ac peptide displacement | Potency, µM (doses to about 114 µM), for inactives: at the highest dose activity change, negative = inhibition, hits mostly inhibitors | hit rate 4.4% among 360,000; further: potency means the concentration at half of the fitted maximal effect; on the % scale 0 is the no-effect control and ±100 the full control effect; nearly all actives have a fitted effect of over 60% in size
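In this displacement format the biotinylated H3(5-23) peptide acetylated at Lys14 serves as ligand at 50 nM, with BAZ2B at 50 nM in PBS pH 7.4 containing 0.01% Tween-20. Donor and acceptor beads are 10 ug/mL final.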
Pin1 inh: qHTS Assay to Find Inhibitors of Pin1 | Peptidyl-prolyl cis-trans isomerase NIMA-interacting 1 (Homo sapiens), Q13526 | Pin1 FP peptide displacement, HiFluor488, 10 min | Potency, µM (highest dose often 115 µM), inactives show at the top dose activity, negative = inhibition, actives largely listed as inhibitors | hit rate 0.009% among 390,000 | AID 504891, 2011; active means well fitted inhibition curve with a large enough effect in the polarisation, with a control signal flat, not every such curve was filed as active; inconclusive means small, poorly fitted or top-dose-only effect, or effect the other way, or a change in a side signal; inactive means no such curve, though single readings can be large or run the other way; the % refers to the polarisation; further: potency means the concentration at half of the fitted maximal effect; on the % scale 0 is the no-effect control and ±100 the full control effect
Target sequence (Q13526 whole entry, looked up): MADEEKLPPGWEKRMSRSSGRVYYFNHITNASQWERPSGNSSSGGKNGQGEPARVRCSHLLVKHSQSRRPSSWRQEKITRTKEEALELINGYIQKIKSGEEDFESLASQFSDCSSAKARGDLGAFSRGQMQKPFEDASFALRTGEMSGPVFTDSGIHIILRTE
JMJD2A Tudor inh: qHTS Assay for Inhibitors of JMJD2A-Tudor Domain | Lysine-specific demethylase 4A (Homo sapiens), O75164 | Potency, µM (top dose mostly 114 µM), for the others: top-dose activity change, negative = inhibition, most hits filed as inhibitors | hit rate 4.4% among 390,000 | AlphaScreen JMJD2A-Tudor / H3K4me3 peptide binding | AID 504339, 2011; further: potency means the concentration at half of the fitted maximal effect; on the % scale 0 is the no-effect control and ±100 the full control effect; nearly all actives have a fitted effect of over 50% in size
Tb PGK inh: qHTS Assay to Find Inhibitors of Phosphoglycerate Kinase | Phosphoglycerate kinase, glycosomal (Trypanosoma brucei brucei), P07378 | PGK/GAPDH coupled, Kinase-Glo luminescence, 60 min | Potency, µM (titrated, usually from 57.5 µM), without a hit: top-dose activity change, negative = inhibition, most hits filed as inhibitors | hit rate 0.043% among 380,000; further: potency means the concentration at half of the fitted maximal effect; on the % scale 0 is the no-effect control and ±100 the full control effect; nearly all actives have a fitted effect of over 60% in size
Target sequence (P07378 whole entry, looked up): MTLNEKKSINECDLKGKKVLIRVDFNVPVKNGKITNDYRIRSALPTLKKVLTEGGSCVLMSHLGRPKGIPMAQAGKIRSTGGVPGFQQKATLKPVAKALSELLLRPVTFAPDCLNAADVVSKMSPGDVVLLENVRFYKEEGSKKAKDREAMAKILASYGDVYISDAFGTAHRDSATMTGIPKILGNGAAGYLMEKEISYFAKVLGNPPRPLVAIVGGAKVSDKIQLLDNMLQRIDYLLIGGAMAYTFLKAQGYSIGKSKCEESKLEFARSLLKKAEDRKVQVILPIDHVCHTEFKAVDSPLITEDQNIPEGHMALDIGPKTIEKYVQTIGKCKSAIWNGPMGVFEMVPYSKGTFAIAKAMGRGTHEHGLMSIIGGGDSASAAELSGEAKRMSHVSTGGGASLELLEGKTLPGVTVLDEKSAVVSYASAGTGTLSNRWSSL
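Recombinant glycosomal PGK reaction used 1,3-bisphosphoglycerate generated in-well by GAPDH (100nM final) in 100mM TEA pH 7.6, 5mM MgCl2, 0.01% Tween-20. After 60 minutes at room temperature, ATP was read by Kinase-Glo Plus luminescence end-point.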
GLS inh: qHTS for Inhibitors of Glutaminase (GLS) | Glutaminase kidney isoform, mitochondrial (Homo sapiens), O94925 | AID 624170, 2012 | hit rate 0.21% among 410,000 | GLS enzymatic activity, qHTS titration | Potency, µM (series often up to 45.5 µM), without a hit: top-dose activity change, negative = inhibition, most hits filed as inhibitors; further: potency means the concentration at half of the fitted maximal effect; on the % scale 0 is the no-effect control and ±100 the full control effect
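Glutamate formation by hKGA was monitored fluorometrically using coupled glutamate oxidase, HRP and Amplex Red. Substrate was added as 1 mM L-glutamine solution; incubation was 30 min at RT after an initial read.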
G9a inh: qHTS Assay for Inhibitors of Histone Lysine Methyltransferase G9a; G9a H3K9 monomethylation, AlphaScreen, 2 h; hit rate 8.8% among 350,000; Potency, µM (highest dose often 102 µM), for inactives: at the top dose activity, negative = inhibition, actives largely listed as inhibitors; AID 504332, 2011; further: potency means the concentration at half of the fitted maximal effect; on the % scale 0 is the no-effect control and ±100 the full control effect; nearly all actives have a fitted effect of over 75% in size
Target sequence (Q96KQ7 913-1193 limits assumed): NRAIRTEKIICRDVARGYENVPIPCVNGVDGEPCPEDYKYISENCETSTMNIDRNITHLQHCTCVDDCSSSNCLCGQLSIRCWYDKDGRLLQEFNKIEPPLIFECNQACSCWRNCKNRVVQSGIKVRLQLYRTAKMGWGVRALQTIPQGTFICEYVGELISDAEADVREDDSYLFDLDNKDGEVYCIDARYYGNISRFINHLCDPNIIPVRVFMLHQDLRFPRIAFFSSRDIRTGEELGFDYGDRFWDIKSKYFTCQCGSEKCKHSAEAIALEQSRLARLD
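Readings reflect AlphaScreen signal from monomethyl-H3K9 antibody detection. HMT at 20 nM; substrate b-H3K9 500 nM; cofactor SAM 20 uM; 2 h RT reaction; compounds tested as titrations in qHTS with 15 min preincubation.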
ERG-DNA inh: qHTS for Small Molecule Inhibitors of the ERG Ets/DNA interaction; Transcriptional regulator ERG (Homo sapiens), P11308; fluorescence polarization, His-ERG Ets domain / labelled DNA; Potency, µM (titrated, usually from 76.9 µM), for inactives: at the top dose FP activity, negative = inhibition, usual class: inhibitors; hit rate 0.028% among 370,000; active means well fitted inhibition curve with a large enough effect in the polarisation, with a control signal flat; inconclusive means small, poorly fitted or top-dose-only effect, or effect the other way, or a change in a side signal; inactive means no such curve, though single readings can be large or run the other way; the % refers to the polarisation;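 further: polarization taken with two DNA probes labelled with fluorescein and Texas red; potency means the concentration at half of the fitted maximal effect; % of control where 0% means no effect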
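His-tagged ERG Ets domain (1 uM in the protein solution; 300mM KCl, 50mM Tris-HCl, 1mM EDTA, 1mM DTT, pH 7.5) received compound, then a probe mix of 5 nM fluorescein-DNA and 100nM Texas-615-DNA. Fluorescence polarization was read for both dyes.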
HP1b chromo inh: HTS for Inhibitors of HP1-beta Chromodomain Interactions with Methylated Histone Tails | Chromobox protein homolog 1 (Homo sapiens), P83916 | AlphaScreen HP1-beta / biotin-H3K9me3 peptide binding | Potency, µM (doses to about 114 µM), for the others: top-dose activity change, negative = inhibition, actives largely listed as inhibitors | hit rate 0.56% among 390,000 | AID 540317, 2011; further: potency means the concentration at half of the fitted maximal effect; nearly all actives have a fitted effect of over 70% in size; inactives centre near 23
Target sequence (P83916 whole entry, looked up): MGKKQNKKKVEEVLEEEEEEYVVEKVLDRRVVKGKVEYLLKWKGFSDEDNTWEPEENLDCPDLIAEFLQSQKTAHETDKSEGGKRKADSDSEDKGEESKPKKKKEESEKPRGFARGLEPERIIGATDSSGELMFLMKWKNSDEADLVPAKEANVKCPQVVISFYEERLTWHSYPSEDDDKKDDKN
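Compound inhibition of the preformed complex between 50 nM HP1-beta and 50 nM biotinylated H3K9me3 peptide was read by AlphaScreen. Buffer was PBS pH 7.4 with 0.01% Tween-20. Incubations ran 30 min at room temperature, with 10 ug/mL donor/acceptor beads.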
* marks the source's active call; other numbers are inactive results; i = inactive; u = inconclusive; x = no result given; [ ] = another dose, or the depositor's remark. Unless noted, the call rests on the fitted dose curve; in most records, active means well fitted curve in the direction sought with a large enough effect; inconclusive means small, poorly fitted or top-dose-only effect, or another doubt; inactive means no such curve, though single readings can be large; an effect the other way counts as inactive or inconclusive.

SMILES	PI4K2A inh	BAZ2B block	Pin1 inh	JMJD2A Tudor inh	Tb PGK inh	GLS inh	G9a inh	ERG-DNA inh	HP1b chromo inh
Cc1occc1C(=O)NNC(=S)NCc1ccc(Cl)cc1	-3	1%	2%	-14%	-1%	13%	u	3%	42%[activator]
Cc1nnc(NC(=O)c2c(-c3ccccc3Cl)noc2C)s1	-1	-18%	0%	-3%	1%	17%	-33%	-9%	23%
CCOC(Cn1c(SCc2cc(C(C)=O)ccc2OC)nc2ccccc2c1=O)OCC	-3	2%	-19%	1%	-2%	8%	19%	2%	29%
COc1ccc(CC(=O)N/N=C\c2cc(Br)c(O)c(Br)c2)cc1	-2	-25%	0%	-15%	-6%	21%	u	1%	17%
O=C(O)CSc1nnc(Cc2ccccc2)n1Cc1ccccc1	-2	-7%	-8%	-18%	-3%	-2%	-29%[2.33 µM]	-4%	28%
N#CC1=C(N)Oc2cc(N)ccc2C1c1ccccc1F (stereo unspecified)	3	-37%	u	-13%	4%	u	u	-6%	6%
CC(C)(C)NC(=O)C(c1ccccn1)N(C(=O)c1csnn1)C1CCCCC1 (stereo unspecified)	1	-3%	5%	-3%	0%	-2%	-5%	8%	59%[activator]
O=C(NCCC1CCCCN1S(=O)(=O)c1ccc(F)cc1)C(=O)Nc1ccccc1 (stereo unspecified)	3	5%	23%	-23%	i	3%	9%[0.501 µM]	1%	8%
O=C(CN1CCN(Cc2ccccc2)CC1)NCC1COc2ccccc2O1 (stereo unspecified)	0	-3%	-11%	-14%	0%	-22%	4%[59 µM]	-7%	11%
CCS(=O)(=O)Nc1ccc(C(=O)c2ccccc2)cc1	-4	-3%	-3%	-1%	-6%	-5%	7%[59 µM]	7%	63%[activator]
Cc1nc(C(F)(F)F)c(C(=O)NC(=O)Nc2ccccc2)s1	0	-27%	3%	-17%	-3%	-6%	-11%[59 µM]	-5%	7%
COc1ccc(S(=O)(=O)N(CC(=O)NC2CCCCC2)c2ccc(F)cc2)cc1	2	-5%	1%	-23%	-6%	2%	15%[12.7 µM]	2%	7%
Cc1ccsc1C(=O)OCC(=O)Nc1cccc(S(=O)(=O)NC2=NCCCCC2)c1	0	u	-1%	-20%	-5%	3%	-3%	-2%	31%
O=C1c2ccccc2NC(c2ccc(Cl)cc2Cl)N1O (stereo unspecified)	0	-6%	2%	-29%	-5%	30%	22%[59 µM]	0%	67%[activator]
CCOc1ccc(OC(=O)C(CCS(C)(=O)=O)N2C(=O)c3ccccc3C2=O)cc1 (stereo unspecified)	-3	0%	5%	-31%	i	x	-48%	2%	14%
O=C(Nc1cc(Cl)ccc1Cl)c1cc(S(=O)(=O)N2CCc3ccccc3C2)ccc1F	3	1%	0%	-11%	5%	7%	-2%[59 µM]	-2%	27%
COc1ccc(C(=O)Nc2cc(-c3ccc(C)cc3)no2)cc1	0	3%	1%	-12%	x	1%	13%	-1%	21%
Cc1ccc(C)c(N2CCN(C(=O)CCc3c(C)nn(-c4ccc(N5CCCC5)nn4)c3C)CC2)c1	-7	-37%	0%	-24%	-6%	3%	25%[59 µM]	-8%	6%
CC(C)c1cccc(C(C)C)c1NC(=O)c1ccccc1	-1	-1%	-3%	-10%	-11%	-4%	-3%	17%	39%
O=C(CCCSc1nc2ccccc2[nH]1)Nc1nnc(-c2ccccc2)o1	-1	u	16%	-34%	-6%	-4%	15%[2.33 µM]	3%	35%
C/C(=N\N=C\c1ccc(N(C)C)cc1)c1cccc([N+](=O)[O-])c1	6	u	0%	-20%	-4%	6%	3%[59 µM]	-7%	-17%
COc1cc(NC(=O)CCCN2C(=O)CCn3nc(-c4cn(C)c5ccccc45)cc32)cc(OC)c1	-4	-31%	-2%	-33%	-5%	2%	-9%[59 µM]	-2%	19%[57 µM]
COc1ccc(-n2nc(C(=O)NCC(=O)N3CCN(Cc4ccccc4)CC3)c3ccccc3c2=O)c(OC)c1	3	-2%	4%	-23%	-1%	-4%	3%	-9%	-23%
CCNCc1cc(Cl)cc(OC)c1OC(C)C	1	-19%	-7%	-1%	9%	8%	u	x	35%
O=C(O)C1CC1(c1ccccc1)c1ccccc1 (stereo unspecified)	-2	-2%	3%	-9%	i	3%	5%	0%	54%[activator]
CCCCc1[nH]nc2c1C1(C(=O)N(CC)c3ccccc31)C(C#N)=C(N)O2 (stereo unspecified)	4	-6%	-3%	-11%	13%	21%	-6%[59 µM]	3%	24%
CCc1ccc2c(c1)-c1ccccc1S(=O)(=O)N2CC(=O)N1CCC(C)CC1	1	-15%	3%	-21%	-3%	-7%	-26%[59 µM]	1%	14%
O=C(NCCCN1CCOCC1)C1CC(=O)N(c2ccccc2)C1 (stereo unspecified)	-4	12%	-5%	-8%	-8%	-1%	16%	-7%	42%[activator]
CCc1cc(C(=O)N2CCCC(C(=O)c3ccc(C(F)(F)F)cc3)C2)n(C)n1 (stereo unspecified)	-5	12%	0%	-6%	9%	-2%	x	8%	29%
Cc1ccc(-n2nc(C)c3c(C)c(CCC(=O)NCc4ccccc4Cl)c(C)nc32)cc1C	1	-3%	-8%	-10%	-1%	-7%	13%[59 µM]	10%	15%
Cc1ccc(S(=O)(=O)N(C)CCCC(=O)Nc2cccc3ccccc23)cc1	4	-4%	5%	0%	-3%	0%	-1%[59 µM]	9%	29%
CCCCCCCN1C(N(C)C)=NC[C@@H]1Cc1ccccc1	3	10%	3%	-20%	0%	1%	12%[2.33 µM]	0%	-36%
Cc1ccc(-n2ccc(=O)c(C(=O)O)n2)cc1	1	3%	-1%	-20%	-5%	5%	-7%[59 µM]	9%	31%
COc1ccc([C@H]2C=C(C(=O)O)O[C@@H](OCCCCO)C2)cc1	-14	u	-10%	56µM*	0%	2%	-8%[12.7 µM]	9%	35%
CC12CCCC(C(C#N)C(N)=O)(C1)NC(=O)C2C#N (stereo unspecified)	-6	x	4%	-2%	-6%	8%	x	x	29%
CC(C(=O)NCc1ccccc1)N1Cc2ccccc2C1=O (stereo unspecified)	1	0%	-4%	3%	i	6%	4%[59 µM]	4%	20%

Profiles from above:
`CCCCCCCN1C(N(C)C)=NC[C@@H]1Cc1ccccc1` across the screens: PI4K2A inh = 3; BAZ2B block = 10%; Pin1 inh = 3%; JMJD2A Tudor inh = -20%; Tb PGK inh = 0%; GLS inh = 1%; G9a inh = 12%[2.33 µM]; ERG-DNA inh = 0%; HP1b chromo inh = -36%
`CCc1ccc2c(c1)-c1ccccc1S(=O)(=O)N2CC(=O)N1CCC(C)CC1` across the screens: PI4K2A inh = 1; BAZ2B block = -15%; Pin1 inh = 3%; JMJD2A Tudor inh = -21%; Tb PGK inh = -3%; GLS inh = -7%; G9a inh = -26%[59 µM]; ERG-DNA inh = 1%; HP1b chromo inh = 14%

(cont.)
SMILES	PI4K2A inh	BAZ2B block	Pin1 inh	JMJD2A Tudor inh	Tb PGK inh	GLS inh	G9a inh	ERG-DNA inh	HP1b chromo inh
CCN(CC)Cc1ccccc1Sc1ccccc1	3	5%	8%	8%	-11%	-1%	16%[59 µM]	1%	26%[57 µM]
CCc1ccc(OCC(=O)NCCN(C)C)c(Br)c1	0	-2%	-8%	-4%	0%	8%	31%[59 µM]	-4%	7%
COc1c(N2CCN(C(=S)NCc3ccccc3)C(C)C2)c(F)cc2c(=O)c(C(=O)O)cn(C3CC3)c12 (stereo unspecified)	4	79µM*	u	56µM*	-6%	20%	20%	0%	-31%
CC1C(=O)CCC1(C(=O)O)c1ccccc1 (stereo unspecified)	-2	13%	-6%	10%[11.4 µM]	11%	59%[activator]	-7%[2.33 µM]	u	1%
Cc1cccc(C)c1OCC(=O)Nc1ccccc1C(=O)N1CCOCC1	0	-11%	-3%	-3%	-1%	-1%	x	-3%	22%
Cn1c2ccccc2c(=O)c2cc(C#CC3=CCCCC3)ccc21	-22	57%[activator]	40%[activator]	42%[activator]	-12%	-15%	-1%[0.501 µM]	12%	106%[activator]
Cc1ccc(S(=O)(=O)N[C@H](C(=O)OCC(=O)NC(=O)c2cccn2C)C(C)C)cc1	9	x	-21%	-30%	-3%	-19%	x	3%	-7%
CC(=O)N1Cc2ccccc2CC1C(=O)O (stereo unspecified)	-7	-35%	u	u	-3%	u	18µM*	3%	u
CCCOc1ccc(N2C(=O)CC(SC(=NC)Nc3ccc(F)cc3)C2=O)cc1 (stereo unspecified)	7	1%	-2%	-8%	-5%	12%	10%[59 µM]	1%	30%
Cc1ccc(N(C)C(=O)Cn2cnc3onc(-c4ccc(F)cc4)c3c2=O)cc1C	0	5%[57.1 µM]	-1%	-24%	-4%	1%	-24%[59 µM]	-3%	16%
S=C(NCCc1ccccc1)N1CCN(C23CC4CC(CC(C4)C2)C3)CC1	-1	-23%	1%	-23%	3%	1%	2%	-5%	4%

Source: PubChem BioAssay (National Center for Advancing Translational Sciences (NCATS))
